# RGS7-Gao: modulates binding of RGS7 to human Galphao. 220,000 compounds, 0.35% hits. P09471. Multiplexed bead flow cytometry; actives lie on both sides. binding response (% of control), % at 10 µM. AID 1439; in the data active means binding response below about 49% or above about 150%; inconclusive means no clear call, values can overlap the other calls; inactive means in between;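 further: fluorescent Galphao held in activated GDP-AlF4 state binding bead-coupled RGS7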
# Target sequence (P09471 whole entry, looked up): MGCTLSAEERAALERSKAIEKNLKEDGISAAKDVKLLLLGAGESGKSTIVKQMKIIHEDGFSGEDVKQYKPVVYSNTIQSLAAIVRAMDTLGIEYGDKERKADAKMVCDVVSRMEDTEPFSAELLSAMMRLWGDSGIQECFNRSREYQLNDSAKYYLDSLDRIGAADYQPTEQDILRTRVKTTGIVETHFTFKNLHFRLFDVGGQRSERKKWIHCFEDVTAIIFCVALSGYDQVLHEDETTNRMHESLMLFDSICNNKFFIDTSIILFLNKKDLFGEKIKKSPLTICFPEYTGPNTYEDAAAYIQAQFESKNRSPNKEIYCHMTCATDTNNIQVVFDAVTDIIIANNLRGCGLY
# Bim-Bfl-1: disrupts Bim binding to human Bfl-1. AID 1008. Q16548. inhibition, % at 10 µM. Bead-based flow cytometry, Bim-Bfl-1 binding inhibition. 190,000 compounds, 0.12% hits;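 further: 0% = wells without compound plus tracer and 100% = blocker peptide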
# RGS8-Gao: human RGS8-Galphao interaction regulation; AID 1423; multiplexed bead flow cytometry, RGS8-Galphao binding; actives lie on both sides; P09471; response (percent of control binding), % at 10 µM; 220,000 compounds, 0.34% hits; in the data active means response below about 60% or above about 140%; inactive means in between;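 further: Galphao activated as the GDP aluminium fluoride complex binding bead-coupled RGS8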
# Bcl-W Bim block: inhibitors of Bim-Bcl-W interaction, human | inhibition, % at 10 µM | Q92843 | bead-based flow cytometry, Bim peptide-Bcl-W binding | 190,000 compounds, 0.02% hits;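 further: 0% = bound tracer without compound and 100% = peptide blocker; higher means less fluorescent Bim peptide bound to Bcl-W beads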
# Bim-Mcl-1: inhibitors of Bim-Mcl-1 interaction, human; Q07820; inhibition, % at 10 µM; 190,000 compounds, 0.1% hits; Bead-based flow cytometry, Bim peptide-Mcl-1 binding;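 further: 0% = no compound tracer wells and 100% = peptide blocker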
# RGS4-Gao reg: human RGS4-Galphao interaction regulation; P09471; binding response (% of control), % at 10 µM; AID 1415; 220,000 compounds, 0.33% hits; Multiplexed bead flow cytometry, RGS4-Galphao binding; actives lie on both sides; in the data active means binding response below about 49% or above about 150%; inactive means in between;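 further: fluorescent Galphao activated with aluminum fluoride binding bead-coupled RGS4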
# ABCB1 block: blocks JC-1 efflux by human ABCB1 transporter. CCRF-Adr cells, flow cytometry. inhibition, % at 6.6 µM. 190,000 compounds, 0.067% hits. AID 1326; in the data active means inhibition above about 40%;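 further: 0% = vehicle and 100% = reference inhibitor; higher value means more JC-1 retained so stronger ABCB1 efflux block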
# ABCG2 inh: human ABCG2 inhibition, ABCB1 as counter-screen | Q9UNQ0 | IgMXP3 cells, JC-1 efflux, flow cytometry | inhibition, % at 6.6 µM | 190,000 compounds, 0.1% hits | AID 1325;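 active means inhibition above 80%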;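 further: 0% = DMSO and 100% = nicardipine control wells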
#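 Test system: ABCG2 IgMXP3 and barcoded ABCB1 CCRF-Adr cell mix; Schedule: cells with compound and JC-1, 10 min at 25 °C, rotating, no wash; Technique: flow cytometry of retained JC-1 fluorescence; Measure: % inhibition of efflux relative to nicardipine and DMSO; Controls: nicardipine high and DMSO low controls.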
# Bim-Bcl-B: inhibitors of Bim-Bcl-B interaction, human; Q9HD36; bead-based flow cytometry, Bim peptide-Bcl-B binding; inhibition, % at 10 µM; 190,000 compounds, 0.073% hits;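 further: 0% = tracer peptide without compound and 100% = reference inhibitor peptide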
# Target sequence (Q9HD36 whole entry, looked up): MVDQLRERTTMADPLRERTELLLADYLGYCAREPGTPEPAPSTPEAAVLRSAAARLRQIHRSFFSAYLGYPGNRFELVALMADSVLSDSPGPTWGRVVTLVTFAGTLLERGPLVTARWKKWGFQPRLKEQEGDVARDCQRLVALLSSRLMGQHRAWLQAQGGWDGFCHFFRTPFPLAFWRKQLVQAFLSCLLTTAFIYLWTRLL
# Bcl-XL Bim block: disrupts Bim peptide binding to human Bcl-XL; bead flow cytometry, fluorescence; Q07817; 190,000 compounds, 0.04% hits; inhibition, % at 10 µM
# Target sequence (Q07817 whole entry, looked up): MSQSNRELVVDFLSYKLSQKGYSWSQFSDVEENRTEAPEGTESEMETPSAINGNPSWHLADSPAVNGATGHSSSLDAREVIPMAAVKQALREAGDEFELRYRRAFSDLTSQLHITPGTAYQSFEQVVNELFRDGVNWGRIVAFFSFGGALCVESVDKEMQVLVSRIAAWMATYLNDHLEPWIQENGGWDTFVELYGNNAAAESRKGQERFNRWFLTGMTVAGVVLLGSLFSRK
# Bcl-2 Bim block: disrupts Bim peptide binding to human Bcl-2. P10415. Bead-based flow cytometry, Bim peptide-Bcl-2 binding. inhibition, % at 10 µM. 190,000 compounds, 0.06% hits; in the data active means inhibition above about 40%; inconclusive means no clear call, values can overlap the other calls;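 further: 0% = no compound wells with probe peptide and 100% = reference peptide inhibitor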
# Target sequence (P10415 whole entry, looked up): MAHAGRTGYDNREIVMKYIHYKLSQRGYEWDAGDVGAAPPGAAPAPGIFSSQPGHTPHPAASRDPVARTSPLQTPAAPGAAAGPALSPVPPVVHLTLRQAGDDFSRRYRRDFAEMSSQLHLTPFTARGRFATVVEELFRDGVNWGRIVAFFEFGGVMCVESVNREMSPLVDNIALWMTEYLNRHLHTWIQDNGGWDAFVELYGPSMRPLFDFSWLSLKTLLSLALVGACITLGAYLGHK
# Starred values were filed as active, the others as inactive; ? = inconclusive; · = not tested or not shown. Unless noted, no stated cut-off is given here; in the data, active means inhibition above about 40%. Hits appear at their usual frequency; any-hit rate near 0.94%.
item	structure	RGS7-Gao	Bim-Bfl-1	RGS8-Gao	Bcl-W Bim block	Bim-Mcl-1	RGS4-Gao reg	ABCB1 block	ABCG2 inh	Bim-Bcl-B	Bcl-XL Bim block	Bcl-2 Bim block
1	CCN(CC)CCCNC(=O)CSc1c2c(nc3cc(Cl)ccc13)CCCC2	104	0	100	-1	2	100	0.9	0	-4	-2	-1
2	NC(=O)C1(N2CCCCC2)CCN(C(=O)CSc2nc(C(F)(F)F)cc(=O)[nH]2)CC1	100	-12	100	-2	-2	101	0.4	1	-6	-3	-7
3	CC(C)(C)c1nnc(NC(=O)NS(=O)(=O)c2ccccc2)s1	98	0	100	0	0	101	0.2	0	0	2	0
4	COc1ccc(Br)cc1C(=O)NC(=S)Nc1cc(-c2nc3ccccc3[nH]2)ccc1C	101	-2	99	-13	-22	97	-0.1	-2	-69	-24	-11
5	NCCCn1cnc2ccccc21	92	-2	98	0	-3	99	0.0	-1	-3	0	-2
6	CC(NC(=O)OC(C)(C)C)C(=O)Oc1cc2oc(=O)cc(-c3ccccc3)c2cc1Cl (stereo unspecified)	103	2	103	-2	-2	104	-0.1	32	0	-2	1
7	COc1ccc(NC(=O)c2ccc3c(c2)OCO3)cc1Cl	95	1	94	-3	-4	93	-5.3	-5	-1	0	-1
8	O=C(c1cc(-c2ccncc2)nc2ccc(Br)cc12)N1CCN(Cc2ccc3c(c2)OCO3)CC1	?	-4	101	1	0	104	1.5	3	-4	-1	-3
9	COc1ccc(C(=O)Nc2cccc(C)c2)cc1S(=O)(=O)N1CCOCC1	106	-11	104	0	0	105	-0.1	1	-9	0	-6
10	COC(=O)c1cc(C(=O)OC)cc(-n2c(C)cc(C=O)c2C)c1	?	-5	101	-1	0	103	0.2	0	-4	-1	-6

item	structure	RGS7-Gao	Bim-Bfl-1	RGS8-Gao	Bcl-W Bim block	Bim-Mcl-1	RGS4-Gao reg	ABCB1 block	ABCG2 inh	Bim-Bcl-B	Bcl-XL Bim block	Bcl-2 Bim block
11	COc1cccc(/C=N/NC(=O)c2cc3c(OC)cccc3[nH]2)c1O	79	-2	91	-3	-4	83	-1.4	-3	-5	-5	-3
12	COC(=O)c1cccc(-n2nnnc2SCC(=O)Nc2cc(C)on2)c1	104	-2	103	2	4	103	0.6	4	1	2	2
13	O=C(OCC(=O)N1CCN(C(=O)c2ccco2)CC1)c1sc2ccccc2c1Cl	104	1	102	-3	0	104	0.7	2	-2	-3	2
14	COc1ccc(OC)c(NS(=O)(=O)c2ccc(Br)s2)c1	82	0	93	2	0	89	0.9	7	1	0	0
15	Cc1ccc2nsnc2c1S(=O)(=O)N(Cc1ccco1)Cc1cc2ccc(C)c(C)c2[nH]c1=O	99	-14	99	0	-6	99	4.1	14	-13	-9	-8
16	CCC(C)NC(=O)CSc1nc2ccccc2c(=O)n1CCCC(=O)NCC1CCCO1 (stereo unspecified)	101	-13	105	1	3	101	·	·	-6	-1	-2
17	OC(CNCCc1ccc(C(F)(F)F)cc1)COc1cccc2ccccc12 (stereo unspecified)	96	0	99	-1	-2	96	2.1	7	-6	-3	0
18	CCOc1c(Br)ccc2c1sc1nc[nH]c(=O)c12	96	-3	98	1	1	94	0.4	6	0	0	-1
19	CC(C)Cn1c(N)c(C(=O)COC(=O)c2ccc(Cl)cc2)c(=O)n(C)c1=O	98	1	100	-5	0	103	1.1	5	-1	-2	0
20	COc1ccc2c(c1)sc(=N)n2CC(=O)Nc1cc(C)cc(C)c1	101	-4	105	1	1	103	1.3	1	-3	0	0

item	structure	RGS7-Gao	Bim-Bfl-1	RGS8-Gao	Bcl-W Bim block	Bim-Mcl-1	RGS4-Gao reg	ABCB1 block	ABCG2 inh	Bim-Bcl-B	Bcl-XL Bim block	Bcl-2 Bim block
21	COc1ccc(S(=O)(=O)N2CCN(Cc3ccccc3)CC2)cc1	99	0	102	-3	-2	96	1.0	3	-3	-1	-2
22	O=C(CSc1ncn[nH]1)NCCC(c1ccccc1)c1ccccc1	103	0	103	0	0	106	0.3	1	0	0	-2
23	NC(=S)N/N=C/c1ccc([N+](=O)[O-])cc1	102	-4	106	-3	-5	102	0.9	4	-7	-5	-2
24	CCc1ccc(N2CC(C(=O)OCC(=O)NC3CCS(=O)(=O)C3)CC2=O)cc1 (stereo unspecified)	102	-3	103	-1	-2	102	-0.1	2	-3	-2	-4
25	CC(=O)c1cccc(NC(=O)[C@@H](NC(N)=O)C(C)C)c1	?	-4	102	0	2	101	0.6	0	-3	-1	-2
26	Cn1ccnc1Sc1nnnn1-c1ccccc1	98	2	101	-3	-2	99	0.4	2	0	-7	2
27	COCC(=O)Nc1sc2c(c1C(=O)OC)C(C(=O)OC)CC2 (stereo unspecified)	104	-2	101	-2	1	106	0.7	2	-8	4	-7
28	CC(OC(=O)c1cc2sccc2n1C)C(=O)NCCc1ccccc1 (stereo unspecified)	105	-11	102	0	-2	107	0.8	5	-6	-3	-9
29	Cc1ccc(C)c(NS(=O)(=O)c2ccc(OCC(=O)NCc3cccnc3)cc2)c1	88	-9	103	-6	-5	98	0.0	0	-11	-12	-4
30	Cc1ccc(NC(=S)N(CCN2CCCCC2)Cc2ccco2)cc1C	?	-3	101	0	-3	100	2.7	4	-16	-4	-7

# An excerpt of these results, screen by screen:
23	NC(=S)N/N=C/c1ccc([N+](=O)[O-])cc1
24	CCc1ccc(N2CC(C(=O)OCC(=O)NC3CCS(=O)(=O)C3)CC2=O)cc1 (stereo unspecified)
25	CC(=O)c1cccc(NC(=O)[C@@H](NC(N)=O)C(C)C)c1
26	Cn1ccnc1Sc1nnnn1-c1ccccc1
assay / compound | 23 | 24 | 25 | 26
RGS7-Gao | 102 | 102 | ? | 98
Bim-Bfl-1 | -4 | -3 | -4 | 2
RGS8-Gao | 106 | 103 | 102 | 101
Bcl-W Bim block | -3 | -1 | 0 | -3
Bim-Mcl-1 | -5 | -2 | 2 | -2
RGS4-Gao reg | 102 | 102 | 101 | 99
ABCB1 block | 0.9 | -0.1 | 0.6 | 0.4
ABCG2 inh | 4 | 2 | 0 | 2
Bim-Bcl-B | -7 | -3 | -3 | 0
Bcl-XL Bim block | -5 | -2 | -1 | -7
Bcl-2 Bim block | -2 | -4 | -2 | 2

# The listing continues:
item	structure	RGS7-Gao	Bim-Bfl-1	RGS8-Gao	Bcl-W Bim block	Bim-Mcl-1	RGS4-Gao reg	ABCB1 block	ABCG2 inh	Bim-Bcl-B	Bcl-XL Bim block	Bcl-2 Bim block
31	Cc1cc2c(c(N3CCOCC3)n1)C(=O)OC2	98	-8	99	2	-1	102	-0.1	0	-4	-19	-7
32	c1ccc(-c2ccc(-c3cn4c(n3)CCC4)cc2)cc1	98	-10	99	1	-3	99	0.9	5	-8	-1	-5
33	Fc1ccc(NC(=S)N/N=C/c2cccc(Br)c2)c(F)c1	102	-6	98	4	-2	100	-0.3	17	-5	-11	-6
34	NC(=O)c1c(NC(=O)C2c3ccccc3Oc3ccccc32)sc2c1CCCCC2	95	1	103	1	-1	95	-0.3	-1	-11	-4	-1
35	CC(=O)N1CCN(c2nc(-c3ccco3)c3c(c2C#N)CC(C)(C)SC3)CC1	94	3	91	0	-3	92	2.0	4	0	-3	-1
36	Cn1cc(C(=O)NCc2cccnc2)c(=O)c2cc(S(=O)(=O)N3CCCCCC3)ccc21	?	-3	101	1	4	101	0.6	5	-1	2	0
37	O=C(Nc1c(-c2ccccc2)nc2sccn12)c1ccccc1	99	-3	99	0	-1	106	0.5	1	0	0	-2
38	Cc1cccc(NS(=O)(=O)c2ccc(C)c(C(N)=O)c2)c1	94	-5	102	-2	5	93	0.2	11	-4	-4	-3
39	CCOC(=O)C1(C)NC(c2ccco2)C2C(=O)N(c3ccc(C)cc3)C(=O)C21 (stereo unspecified)	98	-3	101	-3	0	100	0.6	1	-3	-4	-3
40	CCN1CCN(C(=S)NCC(C)C)CC1	100	-3	103	-8	-6	101	0.5	6	-9	-10	-4

# Record cards, as listed above. Screens in order: RGS7-Gao | Bim-Bfl-1 | RGS8-Gao | Bcl-W Bim block | Bim-Mcl-1 | RGS4-Gao reg | ABCB1 block | ABCG2 inh | Bim-Bcl-B | Bcl-XL Bim block | Bcl-2 Bim block
# Shown for `O=C(Nc1c(-c2ccccc2)nc2sccn12)c1ccccc1` : 99 | -3 | 99 | 0 | -1 | 106 | 0.5 | 1 | 0 | 0 | -2
# Shown for `CCN1CCN(C(=S)NCC(C)C)CC1` : 100 | -3 | 103 | -8 | -6 | 101 | 0.5 | 6 | -9 | -10 | -4
# Shown for `Cc1cc2c(c(N3CCOCC3)n1)C(=O)OC2` : 98 | -8 | 99 | 2 | -1 | 102 | -0.1 | 0 | -4 | -19 | -7
# Shown for `NC(=O)c1c(NC(=O)C2c3ccccc3Oc3ccccc32)sc2c1CCCCC2` : 95 | 1 | 103 | 1 | -1 | 95 | -0.3 | -1 | -11 | -4 | -1
# Shown for `c1ccc(-c2ccc(-c3cn4c(n3)CCC4)cc2)cc1` : 98 | -10 | 99 | 1 | -3 | 99 | 0.9 | 5 | -8 | -1 | -5

# Next part:
item	structure	RGS7-Gao	Bim-Bfl-1	RGS8-Gao	Bcl-W Bim block	Bim-Mcl-1	RGS4-Gao reg	ABCB1 block	ABCG2 inh	Bim-Bcl-B	Bcl-XL Bim block	Bcl-2 Bim block
41	CN(C)S(=O)(=O)c1ccc(N2C(=O)CC2(/C=C/c2ccccc2)C(=O)NC2CCCC2)cc1 (stereo unspecified)	99	-2	106	-4	-4	99	0.7	-2	-3	-4	-2
42	CCOc1cc(CNCc2ccccn2)ccc1OCC(=O)NC(C)(C)C	100	-9	100	-7	-5	100	2.6	5	-12	-8	-5
43	COc1ccc(OC)c(N)c1	99	14	100	16	3	99	0.4	1	6	5	3
44	COc1ccccc1-c1noc(-c2ccccc2C(=O)N2CCOCC2)n1	99	-17	101	-2	-3	102	0.6	1	-7	4	-9
45	CC(=O)Nc1ccc(S(=O)(=O)NCC2CCC(C(=O)NCCCN3CCCC3=O)CC2)cc1 (stereo unspecified)	99	-12	99	0	0	97	0.4	3	-8	-7	-7
46	Cc1nn(-c2ccccc2)c(Cl)c1/C=N/NC(=O)c1cccc(S(=O)(=O)N2CCCC2)c1	100	-3	103	-4	-7	102	1.7	4	-8	-5	-3
47	C(=N\NC1=Nc2cccc3cccc1c23)/c1cccnc1	98	-2	101	-2	1	98	-0.6	-1	-2	0	-2
48	CC(C)(C)NC(=O)Nc1ccccc1C(N)=O	87	-13	93	2	-1	88	0.3	2	-6	-8	-7
49	COC(=O)c1ccc(COc2ccc(/C=N/O)cc2)o1	99	-4	101	1	0	101	-0.3	14	0	0	-1
50	CCOC(=O)n1c(=O)oc2cc(S(=O)(=O)N3CCOCC3)ccc21	96	-6	101	0	-3	92	0.8	3	-1	-5	-5
51	O=C(NCC(=O)N(CCc1ccccc1)C(C(=O)NC1CCCCC1)c1ccncc1)c1ccco1 (stereo unspecified)	101	-11	103	1	2	100	-0.3	-1	-3	2	-5
52	Cc1ccc(S(=O)(=O)NC(C(=O)OCC(=O)NC2CCS(=O)(=O)C2)C(C)C)cc1 (stereo unspecified)	103	-10	100	2	-2	99	0.8	1	-7	-11	-6
53	Cc1c[nH]c2cccc(OCC(O)CNC(C)(C)C)c12 (stereo unspecified)	106	-8	103	-1	-1	108	0.3	1	-2	1	-2

# From PubChem
